Compound activity as filed in PubChem BioAssay.
KLK7 zymogen act = activators of human kallikrein-7 zymogen; P49862; purified proKLK7, EDANS-DABCYL substrate fluorescence; 100% is mature enzyme control, 0% vehicle; activation, % at 7 µM; hit rate 0.9% among 370,000; AID 652039;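 active = activation above the mean of all tested compounds plus 3 SD, computed per campaign excluding outliers beyond control limits, cut at about 13% in these data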
Target sequence (P49862 whole entry, looked up): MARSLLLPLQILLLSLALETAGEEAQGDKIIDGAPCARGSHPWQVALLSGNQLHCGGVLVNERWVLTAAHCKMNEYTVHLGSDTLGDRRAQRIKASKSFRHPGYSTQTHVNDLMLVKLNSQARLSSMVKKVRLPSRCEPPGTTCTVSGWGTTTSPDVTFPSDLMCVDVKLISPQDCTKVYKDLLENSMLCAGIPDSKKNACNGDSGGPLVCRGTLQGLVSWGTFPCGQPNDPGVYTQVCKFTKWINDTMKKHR
UHRF1 MBD2 ctr = human UHRF1 methylated DNA binding inhibitors. AID 687016. UHRF1 binding to methylated oligo, TR-FRET. inhibition, % at 4.4 µM. hit rate 0.75% among 370,000; in the data active = inhibition above about 21%;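 note: UHRF1 SRA domain binding a hemimethylated CpG hairpin DNA probe; 0% = median of test compound wells and 100% = reference inhibitor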
PLCb3 inh = PLC-beta3 (human) inhibition, primary screen | hit rate 0.18% among 370,000 | inhibition, % at 12.2 µM | Purified PLC-beta3, fluorogenic substrate, fluorescence | Q01970; in the data active = inhibition above about 11%;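 note: 0% = median of compound wells on plate and 100% = full blocker control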
ASAP1 inh = inhibitors of human ASAP1 ArfGAP activity. Q9ULH1. ASAP1-stimulated ARF1 GTP hydrolysis, GDP FP detection. inhibition, % at 16.5 µM. hit rate 0.19% among 360,000. AID 624377; in the data active = inhibition above about 25%;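 note: 0% = vehicle with enzyme and substrate and 100% = no enzyme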
Target sequence (Q9ULH1 325-724 limits assumed): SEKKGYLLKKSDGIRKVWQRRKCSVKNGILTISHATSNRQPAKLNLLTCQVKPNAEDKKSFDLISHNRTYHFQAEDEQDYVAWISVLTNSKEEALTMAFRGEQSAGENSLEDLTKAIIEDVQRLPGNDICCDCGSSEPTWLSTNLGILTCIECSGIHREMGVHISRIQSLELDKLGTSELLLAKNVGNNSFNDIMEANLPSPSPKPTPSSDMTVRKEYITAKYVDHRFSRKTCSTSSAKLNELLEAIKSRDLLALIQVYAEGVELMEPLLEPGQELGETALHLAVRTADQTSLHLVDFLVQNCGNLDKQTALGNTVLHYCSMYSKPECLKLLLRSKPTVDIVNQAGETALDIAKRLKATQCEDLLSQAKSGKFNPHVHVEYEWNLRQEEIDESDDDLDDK
PLC-gamma1 inh = PLC-gamma1 (human) inhibition, primary screen | P19174 | purified PLC-gamma1, fluorogenic substrate, fluorescence | inhibition, % at 12.2 µM | hit rate 0.84% among 370,000; in the data active = inhibition above about 9.5%
ADAM17 inh = inhibitors of human ADAM17. P78536. recombinant ADAM17, EDANS/DABCYL FRET peptide cleavage. inhibition, % at 6.95 µM. hit rate 0.83% among 370,000. AID 720648;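 active = inhibition above the mean of compounds lying between control limits plus 3 SD, set per campaign, cut at about 8.5% in these data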;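 note: 0% = DMSO-only wells as the low control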
MBD2 DNA inh = MBD2-methylated oligo binding inhibition; TR-FRET, MBD2 binding to methylated oligonucleotide; inhibition, % at 4.4 µM; hit rate 0.31% among 370,000; in the data active = inhibition above about 13%
Target sequence (Q9UBB5 whole entry, looked up): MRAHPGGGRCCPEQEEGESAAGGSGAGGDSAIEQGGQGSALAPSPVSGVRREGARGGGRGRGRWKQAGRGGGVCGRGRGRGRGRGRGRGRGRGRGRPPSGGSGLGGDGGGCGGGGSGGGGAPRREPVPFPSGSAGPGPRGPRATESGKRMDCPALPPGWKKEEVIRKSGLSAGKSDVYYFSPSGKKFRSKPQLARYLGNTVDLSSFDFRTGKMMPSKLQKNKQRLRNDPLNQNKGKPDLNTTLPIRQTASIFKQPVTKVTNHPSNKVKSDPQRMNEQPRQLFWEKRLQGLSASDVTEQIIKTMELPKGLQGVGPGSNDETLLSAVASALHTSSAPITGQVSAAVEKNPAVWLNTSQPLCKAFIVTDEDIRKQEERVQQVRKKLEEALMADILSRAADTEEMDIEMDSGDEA
ARFGAP1 inhibitor = inhibitors of rat ARFGAP1; inhibition, % at 16.5 µM; Arfgap1-stimulated ARF1 GTP hydrolysis, GDP FP detection; AID 651572; hit rate 0.26% among 360,000; Q62848;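 active = inhibition above a per-plate limit, mean inhibition of low control wells plus 3 SD, cut at about 25% in these data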;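 note: 0% = DMSO wells with enzyme and 100% = wells lacking Arfgap1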
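Material – truncated rat Arfgap1 GAP domain · Buffer or medium – HEPES-based buffer, pH 7.5 · Reagent – human ARF1(Δ1-17)-GTP substrate · Dosing – 16.5 µM single point, 1.26% DMSO · Schedule – GTP hydrolysis reaction 2 h at 25 °C · Technique – GDP detection by fluorescence polarization · Benchmarks – No-Arfgap1 wells (100%) versus DMSO full-reaction wells (0%) · Repeats – single replicate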
Tn6 DDE FP = DD(E)-Tn6 binding inhibition, primary FP screen; Fibrin DD(E) TRITC-Tn6 fluorescence polarization displacement; inhibition, % at 8.3 µM; hit rate 0.21% among 370,000; AID 720509;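 active = inhibition above a per-campaign cutoff: mean of compounds within control limits plus 3 SD, cut at about 15% in these data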;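 note: 0% = median of all compound wells on the plate and 100% = blocking peptide control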
Tn7 DDE FP = inhibitors of Tn7 peptide binding to human fibrin DD(E). P02675. FP displacement of FITC-Tn7 peptide from fibrin DD(E); 0% = median of compound wells per plate. inhibition, % at 8.3 µM. hit rate 0.13% among 370,000;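 active = inhibition above the mean of compounds falling within the control limits plus 3 SD of them, cut at about 14% in these data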;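 note: 0% = plate median of compound wells and 100% = 10 µM Aha-Tn7 peptide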
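System: human fibrin DD(E); quantity: Fibrin-DD(E) at 2 µM final; also added: fluorescent Tn7 probe at 0.1 µM; compound dosing: single nominal test concentration of 8.3 µM per compound; schedule: 10 min preincubation, 3 h with tracer, room temperature; detection: fluorescence polarization of the labelled Tn7 tracer; repeats: one replicate per compound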
* hit, by the source's call; . = no result given.

compound,KLK7 zymogen act,UHRF1 MBD2 ctr,PLCb3 inh,ASAP1 inh,PLC-gamma1 inh,ADAM17 inh,MBD2 DNA inh,ARFGAP1 inhibitor,Tn6 DDE FP,Tn7 DDE FP
Cc1cnc(C(=O)OCC(=O)Nc2cccc(Cl)c2)cn1,0.0,-1,2,6,0,-2,1,8,-7,-2
CC(C)C(=O)OC/C(O)=C(\C#N)c1nc2ccccc2[nH]1,-1.2,-6,-17,-4,-13,-2,-2,0,-3,0
O=S1(=O)c2c(cccc2N2CCCC2)O[C@H](COCc2ccccc2)CN1C1CC1,0.6,1,-5,-13,-3,-2,-2,-16,5,5
CSc1ccc(Oc2cccc3c2S(=O)(=O)N([C@H](C)c2ccccc2)C[C@@H](COCc2ccccc2)O3)cc1C,-0.6,-2,3,1,4,1,0,-6,6,2
CCCCNC(=O)C1CC(=O)N(CCC(C)C)C1 (stereo unspecified),0.1,0,2,-6,-2,-2,2,9,3,-1
Cc1ccsc1/C=N/n1c(=S)[nH]nc(C)c1=O,0.3,5,0,13,1,0,1,-6,3,0
Clc1ccc(Cn2cc(/C=N/n3cnnc3)c3ccccc32)c(Cl)c1,0.2,2,0,44*,5,5,2,60*,-5,2
COCc1cccc(NC(=O)CCc2ccccc2)c1,-0.1,0,-2,-15,0,-1,-7,-11,6,5
O=C(c1cccnc1)N1CCC(Oc2ccc(C(=O)N3CCCC(O)C3)cc2)CC1 (stereo unspecified),0.1,5,1,-9,-2,-1,2,-11,1,3
COc1ccc(NC(=O)C2C3CCC4C(CCC32)C4(Cl)Cl)cc1 (stereo unspecified),-1.1,1,4,-6,0,0,1,14,0,-2

Shown with the structure last: two of the compounds above
KLK7 zymogen act	UHRF1 MBD2 ctr	PLCb3 inh	ASAP1 inh	PLC-gamma1 inh	ADAM17 inh	MBD2 DNA inh	ARFGAP1 inhibitor	Tn6 DDE FP	Tn7 DDE FP	Compound
-0.1	0	-2	-15	0	-1	-7	-11	6	5	COCc1cccc(NC(=O)CCc2ccccc2)c1
0.1	5	1	-9	-2	-1	2	-11	1	3	O=C(c1cccnc1)N1CCC(Oc2ccc(C(=O)N3CCCC(O)C3)cc2)CC1 (stereo unspecified)

Continued.
compound,KLK7 zymogen act,UHRF1 MBD2 ctr,PLCb3 inh,ASAP1 inh,PLC-gamma1 inh,ADAM17 inh,MBD2 DNA inh,ARFGAP1 inhibitor,Tn6 DDE FP,Tn7 DDE FP
Cc1nc(C)c(-c2csc(Nc3ccc(S(N)(=O)=O)cc3)n2)s1,-0.3,1,-25,4,-11,-4,1,1,-10,9
COc1ccc(-c2nc(N=Nc3ccc(O)cc3)n[nH]2)cc1,-0.5,-4,2,-6,6,7,-7,5,-3,2
O=S(=O)(/N=C(\c1ccc(Cl)cc1)N1CCOCC1)c1ccccc1,-0.3,-2,1,1,0,-4,-2,-1,-2,-2
N=c1oc2ccccc2cc1C(=O)Nc1cccc(F)c1,-0.1,0,-6,7,1,-2,1,4,1,2
CCOc1ccc(C(=O)Nc2ccc3[nH]ncc3c2)cc1,2.0,7,6,2,12*,-8,4,11,-3,1
CCNc1ccc(S(=O)(=O)N2CCCCC2)cn1,-0.5,-1,-5,2,-2,-4,0,-6,-4,-6
Cc1nccn1CC(=O)N/N=C/c1cccc(O)c1,0.1,2,-2,5,3,-4,-4,-1,-2,2
COc1ccccc1N1CCN(CC(=O)c2c(C)[nH]c3cc(C)ccc23)CC1,0.3,-1,-1,6,2,5,-3,-5,-8,-2
CCN1C(=O)[C@H]2[C@@H](c3ccc(-c4ccc(Cl)c(Cl)c4)c(OC)c3)N[C@@](C)(C(=O)OC)[C@H]2C1=O,0.4,3,-6,-8,-1,-4,9,10,-3,-5
CSc1ccc(CNc2ccc(C)cc2)cc1,0.2,-2,6,4,3,2,1,-4,-2,0
C=CC[C@@H](CC(=O)N(CCO)Cc1ccccc1)C(=O)NC[C@H](OC(=O)[C@@H](CC=C)Cc1ccc(F)cc1)c1ccccc1,0.7,1,4,3,10*,13*,-3,-8,-7,-2
Cc1cc(C(=O)Nc2ccccc2)c2ccccc2n1,0.4,-1,-3,-1,-1,-2,0,11,7,5
COc1cc(OC)cc(C(=O)N[C@H](C(=O)Nc2ccccc2N2CCOCC2)C(C)C)c1,0.3,0,3,-9,4,2,1,-2,1,1
CN(C)C(=O)COc1ccc2c(-c3ccccc3)cc(=O)oc2c1,0.8,-1,-11,-6,-4,-2,0,3,1,-2
Nn1cnn(Cc2ccccc2)c1=S,0.5,3,0,-3,0,-2,-1,6,1,-3
CCc1nnn2c1Cn1c3ccccc3c(=O)n1[C@@H](C)C2,1.9,1,-39,.,-28,-76,-4,.,4,3
Cc1cc(NC(=O)CCC(=O)N(c2cccc(F)c2)C(C(=O)NC2CCCC2)c2ccccc2)no1 (stereo unspecified),-0.9,1,-1,0,6,0,-1,4,0,-8
CC(C)(C)c1ccc(/C=C(\C#N)C(=O)NC2CC2)cc1,0.0,7,-1,-7,0,4,-3,-3,-4,-3
O=C(O)C(C(=O)/C=C/c1ccco1)=C1SCCS1,0.6,20,-7,-11,-2,-1,-2,-3,9,7
Cc1cc(C)c(C)c(S(=O)(=O)Nc2cccnc2)c1C,0.5,-2,-7,3,2,-2,-1,-3,3,-4
COC(=O)C[C@@H]1CC[C@@H]2[C@@H](COc3ccc(NC(=O)Nc4ccc(F)c(F)c4)cc3C(=O)N2C)O1,0.1,1,2,.,2,1,-6,.,-2,3
CCOc1ccc(C(=O)Nc2cccc(C(=O)O)c2)cc1Cl,1.0,3,0,9,5,1,0,15,-8,-7
CCN(CC)S(=O)(=O)c1ccc(/C=C/C(=O)Nc2ccc(Br)cc2F)cc1,0.5,0,-3,15,-1,3,-2,10,0,1
CCCC(=O)NC(c1ccc(OC)c(OC)c1)c1c(O)ccc2ccccc12 (stereo unspecified),-4.6,-1,-14,4,-11,-19,1,0,-5,-5
CC(C)Nc1nc(NCc2ccccc2)c2sccc2n1,-0.9,2,3,3,1,-5,3,-9,-2,0
C1=CC2CC1CC2CNCc1ccco1 (stereo unspecified),-1.0,1,4,-16,4,-4,-4,-9,-3,3
CCCn1c(CN2CCN(C(=O)OCC)CC2)nc2cc(NC(=O)CC)ccc21,-0.3,-1,-4,-12,1,-1,0,-2,6,3
Cc1ccc(NC(=O)N2CCCCCC2)cc1C,-0.9,-1,-5,-12,0,-1,3,-3,3,3
CC(=O)NS(=O)(=O)c1ccc2c(c1)Cc1cc(S(=O)(=O)NC(C)=O)ccc1-2,0.0,0,-9,-6,4,-4,6,1,1,10
O=C1COc2ccc(S(=O)(=O)N3CCCCCC3)cc2N1,0.5,3,-11,8,-1,5,11,-1,-7,4
Nc1c(C(=O)NCc2ccco2)nnn1-c1ccccc1,0.0,3,-3,-13,0,0,2,-13,-4,4
Cc1ccc(NS(=O)(=O)c2ccc3[nH]c(=O)[nH]c3c2)c(C)c1,0.9,0,0,-5,2,-3,3,13,0,1
CC(=O)Nc1ccc(OCC(O)Cn2cncn2)cc1 (stereo unspecified),0.1,3,-2,6,-1,-1,-2,19,8,-3
Cc1ccc(C(C)C)c(OCC(=O)NC2CCN(C)CC2)c1,-0.2,2,-3,-15,0,3,-2,5,6,-3
COc1ccc([C@H]2C=C3CN(C(=O)OC(C)(C)C)S(=O)(=O)[C@H]3C[C@H]2OC(=O)c2ccc(C(F)(F)F)cc2)cc1,0.7,-1,-1,8,3,-4,3,9,11,-2
O=C(Nc1ccccn1)Nc1ccccc1[N+](=O)[O-],-0.5,-2,2,3,2,-2,1,-10,-5,5
Cc1nn(-c2ccccc2)c(C)c1C(=O)OCC(=O)NC(=O)NC1CCCC1,-0.4,2,1,-12,2,1,1,4,-6,-7
c1ccc(Cn2ccc3ccc(-c4ccc5ccn(Cc6cccc(-c7cccs7)c6)c5c4)cc32)cc1,-1.1,-1,-50,.,-37,-14,2,.,4,7
O=C(C[C@H]1C/C=C\C[C@@H](Cc2ccc(F)cc2)C(=O)OC[C@@H](Cc2c[nH]c3ccccc23)NC1=O)NCCO,0.1,3,5,-1,2,2,0,6,0,-5
O=C(OCC(=O)N1CCc2ccccc21)c1c2c(nc3ccccc13)CCCC2,0.3,3,2,5,1,7,-3,-1,2,2
Cc1nc(NC(=O)C2CC2)sc1C,-0.3,3,2,-1,-1,-2,0,1,10,7
NC(=O)COC(=O)CC(NC(N)=O)c1ccc(Cl)cc1 (stereo unspecified),0.3,1,1,26*,3,3,0,1,-3,-10
O=C(Nc1cc(Cl)ccc1Cl)Nn1cnnc1,0.0,13,-7,-6,-1,-3,8,1,4,0
COCCOC(=O)c1c(C)n(C)c2ccc(OC(=O)c3ccccc3OC)cc12,-0.3,1,-3,-7,6,8,0,7,9,4
O=C(NCc1nnc(SCC(=O)N2CCCc3ccccc32)o1)c1ccco1,-0.9,-4,5,-1,0,-2,4,-5,-3,8
COc1ccc(C2CC(c3cccc(C)c3)n3nc(N)nc3N2)cc1 (stereo unspecified),-0.6,0,-32,-23,-27,-19,-1,-9,-2,1
CCC(C)N(NC(C)=O)c1nc(Cl)nc(NC(C)C)n1 (stereo unspecified),0.4,3,4,-2,3,-6,-3,-7,3,-1
CC1=CC=CC2=N/C(=N\S(=O)(=O)c3ccc(F)cc3F)c3ccccc3CN12,0.1,-2,-10,-2,-1,-1,3,-1,-4,-3
Cc1cc2ccccn2c1C(=O)c1nc(NCc2ccccc2)ncc1Cl,0.3,-1,2,-5,0,-2,1,6,3,-6
Cc1cccc(Nc2nc(-c3c(C)nc4ccccn34)cs2)c1,-0.5,-2,-63,7,-53,-6,-2,9,3,-5

More records:
compound,KLK7 zymogen act,UHRF1 MBD2 ctr,PLCb3 inh,ASAP1 inh,PLC-gamma1 inh,ADAM17 inh,MBD2 DNA inh,ARFGAP1 inhibitor,Tn6 DDE FP,Tn7 DDE FP
CN1C(=O)/C(=C/c2ccc3c(c2)OCO3)N=C1c1ccccc1,0.2,1,-2,12,0,-1,1,11,-1,6
CCC(C)(C)C1CCC(NC(=O)c2ccc(S(=O)(=O)N3CCOCC3)cc2)CC1 (stereo unspecified),-0.1,7,-5,-14,-3,-1,1,8,-8,-3
CCCc1ccccc1OCCNS(=O)(=O)c1cc2c(cc1C)OCC(=O)N2,0.9,0,-6,12,3,6,-1,-1,2,3
O=c1[nH]c(SCCOc2ccccc2)nc2ccccc12,-0.3,-1,-2,5,-2,-6,5,7,5,-1
Cc1cccc(NC(=O)C2(C)CC3c4ccccc4C2c2ccccc23)c1 (stereo unspecified),0.5,2,2,-6,3,-4,0,2,-5,5
Cc1cc(NC(=O)C2CCCO2)ccc1Br (stereo unspecified),0.0,6,3,-11,4,-2,0,-6,5,2
CCOC(=O)c1c(C)[nH]c(C)c1C(=O)COC(=O)c1cccnc1OCC,-0.1,-2,0,3,3,4,-3,7,2,1
COc1ccc(C(=O)O)cc1S(=O)(=O)Nc1ccc(N2CCCCC2)cc1,0.7,4,-2,0,-1,0,3,1,-3,3
